TRHR agonist: agonists of human TRH receptor | P34981 | TRHR cells, calcium flux fluo-8, FDSS agonist mode | activation, % at 2 µM | 360,000 compounds, 0.18% hits; in the data active = activation above about 30%; note: 0% is about no effect
Target sequence (P34981 whole entry, looked up): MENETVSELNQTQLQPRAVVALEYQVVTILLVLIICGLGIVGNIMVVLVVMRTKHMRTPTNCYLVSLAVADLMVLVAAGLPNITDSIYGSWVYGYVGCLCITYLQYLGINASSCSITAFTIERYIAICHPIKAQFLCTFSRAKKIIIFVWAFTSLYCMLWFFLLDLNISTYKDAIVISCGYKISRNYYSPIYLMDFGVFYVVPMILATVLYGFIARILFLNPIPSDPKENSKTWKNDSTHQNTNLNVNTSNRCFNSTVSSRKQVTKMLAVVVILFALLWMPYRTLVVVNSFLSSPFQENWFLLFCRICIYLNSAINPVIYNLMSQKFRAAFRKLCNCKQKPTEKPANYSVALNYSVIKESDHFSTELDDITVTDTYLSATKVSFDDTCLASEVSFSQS
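TRHR-expressing cells loaded with fluo-8 calcium dye; 23 nL library compound pin-transferred, kinetic FDSS fluorescence (Ex 480/Em 530) recorded about 180 s for agonist-induced calcium release, before a 10 nM TRH EC20 addition for potentiator mode.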
TrxR1 inh: inhibitors of rat thioredoxin reductase 1. 390,000 compounds, 1% hits. recombinant rTrxR1, NADPH fluorescence consumption, selenite substrate. Potency, µM (series often up to 114 µM), inactives show at the top dose activity change, negative = inhibition, actives largely listed as inhibitors; note: potency is the fitted concentration of half-maximal effect; % is set by controls: 0 for no effect and ±100 for the full control effect; nearly all actives have a fitted effect of over 65% in size
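Rat TrxR1 (90 nM in the dispensed reagent) was pre-reduced with 400 uM NADPH for 5 min at room temperature, then incubated with compound for 15 min. After 400 uM selenite was added, NADPH fluorescence (Ex 340/Em 450 nm) was followed for 8 min.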
TrxR1 substrate: substrates of rat thioredoxin reductase 1; purified TrxR1 substrate turnover, NADPH consumption readout; AID 588456; Potency, µM (highest dose often 114 µM), without a hit: at the top dose activity change, negative = substrate turnover; 390,000 compounds, 0.01% hits; note: potency is the fitted concentration of half-maximal effect; % is set by controls: 0 for no effect and ±100 for the full control effect; nearly all actives have a fitted effect of over 50% in size
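Rat TrxR1, dispensed at 90 nM, was prereduced with 400 uM NADPH (final) for 5 min at ~22 deg C, then incubated with compound 15 min before 400 uM selenite. A first-read NADPH fluorescence drop versus no-compound background flagged substrates.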
TRHR PAM: allosteric enhancers of human TRH receptor | TRHR cells, fluo-8 calcium fluorescence, EC20 TRH enhancement | P34981 | 360,000 compounds, 0.66% hits | enhancement, % at 2 µM; in the data active = enhancement above about 30%; note: 0% is about no effect
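Enhancer read-out: after compound pinning and an initial kinetic agonist-mode read, an EC20 of TRH (10 nM final) was injected and fluo-8 calcium signal (Ex 480/Em 530) followed at 1 s/cycle for 100 cycles in TRHR-expressing cells.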
USP1-UAF1 inh: blocks the human USP1/UAF1 deubiquitinase complex; O94782; recombinant USP1/UAF1, Ub-Rhodamine cleavage fluorescence; Potency, µM (doses to about 57.1 µM), for the others: at the highest dose activity change, negative = inhibition, usual class: inhibitors; 390,000 compounds, 0.23% hits; AID 743255; note: potency is the fitted concentration of half-maximal effect; % is set by controls: 0 for no effect and ±100 for the full control effect; nearly all actives have a fitted effect of over 60% in size; inactives centre near -12
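USP1/UAF1 complex (1 nM) preincubated 15 min at room temperature with compound, then Ub-Rho substrate (150 nM final) added. Kinetic fluorescence at 480/540 nm over 6 reads at 60 s intervals; 50 mM HEPES pH 7.8, 0.5 mM EDTA, 0.1 mg/ml BSA, 1 mM TCEP, 0.01% Tween-20.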
D2 antagonist: antagonizes the human D2 dopamine receptor; 340,000 compounds, 2% hits; HEK293 TREx D2 cells, calcium flux, dopamine EC80; inhibition, % at 10 µM; in the data active = inhibition above about 30%; note: 0% is about no effect
Target sequence (P14416 whole entry, looked up): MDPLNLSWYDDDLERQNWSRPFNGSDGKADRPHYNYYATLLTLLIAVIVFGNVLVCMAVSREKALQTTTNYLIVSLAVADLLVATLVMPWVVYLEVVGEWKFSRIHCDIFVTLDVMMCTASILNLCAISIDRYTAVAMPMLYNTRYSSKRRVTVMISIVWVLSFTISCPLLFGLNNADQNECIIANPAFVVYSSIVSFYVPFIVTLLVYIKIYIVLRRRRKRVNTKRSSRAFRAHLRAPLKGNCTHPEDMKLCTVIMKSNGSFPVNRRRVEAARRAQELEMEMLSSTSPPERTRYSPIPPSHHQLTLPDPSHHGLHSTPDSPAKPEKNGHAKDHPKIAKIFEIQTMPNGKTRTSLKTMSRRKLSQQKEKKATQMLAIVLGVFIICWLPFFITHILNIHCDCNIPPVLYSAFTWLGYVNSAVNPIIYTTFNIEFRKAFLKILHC
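Compounds are added to dye-loaded, induced HEK293 T-REx cells coupled to calcium release via D2; after a 3 min kinetic read an EC80 dopamine stimulus is given and fluorescence is recorded for 3 more min.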
mIDH1 inhibitor: human IDH1 R132H inhibition | 390,000 compounds, 0.093% hits | O75874 | IDH1-R132H enzyme, NADPH consumption, diaphorase/resazurin fluorescence | Potency, µM (top dose mostly 76.6 µM), without a hit: top-dose activity change, negative = inhibition, usual class: inhibitors; note: potency is the fitted concentration of half-maximal effect; % is set by controls: 0 for no effect and ±100 for the full control effect; nearly all actives have a fitted effect of over 65% in size
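IDH1-R132H (0.5 ug/mL dispensed) in pH 7.5 Tris buffer was preincubated 30 min with compound, then given a substrate mix of 0.016 mM NADPH and 2 mM alpha-KG for 80 min at room temperature; remaining NADPH was read by diaphorase/resazurin fluorescence.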
D2 ag: activates the human D2 dopamine receptor. HEK293 T-REx D2 cells, calcium flux agonist mode. 340,000 compounds, 0.53% hits. AID 485358. activation, % at 2 µM;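 active = activation over 3 SD above normal in the single-dose calcium agonist read, cut at about 30% in these data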; note: 0% is about no effect
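Agonism scored from kinetic calcium signal (1 read/sec, 180 s) following compound pin transfer, after a 10 s baseline. Cells: HEK293 Trex line expressing inducible D2 receptor coupled to calcium, dye-loaded after overnight culture at 30 C.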
PI4K2A block: inhibitors of human PI4K2A; 420,000 compounds, 0.13% hits; purified PI4K2A, ADP-Glo luminescence, 1 h; active compounds read low; activity change, negative = inhibition, % at 76.9 µM; Q9BTU6; in the data active = activity change below about -50%; inconclusive = mostly about -30% to -49%;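 note: -100% = wells without enzyme as full effect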
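Compounds are screened against recombinant PI4K2A using PI as substrate and ATP, the latter dispensed at 300 microM. Reactions run one hour at ambient temperature before ADP-Glo detection; full inhibition defined by wells lacking enzyme.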
Numbers without * were called inactive; u = inconclusive; x = not tested or not shown; [ ] = another dose, or the depositor's remark. Unless noted, calls come from the whole dose curve; as a rule, active = well fitted inhibition curve with a large enough effect; inconclusive = small, poorly fitted or top-dose-only effect; inactive = no such curve, though single readings can be large or run the other way.

SMILES	TRHR agonist	TrxR1 inh	TrxR1 substrate	TRHR PAM	USP1-UAF1 inh	D2 antagonist	mIDH1 inhibitor	D2 ag	PI4K2A block
CC[C@@]12C(=O)N(c3cccc(F)c3)C(=O)N1[C@H](c1ccc(Cl)cc1)[C@@H]1C(=O)N(C3CCCCC3)C(=O)[C@@H]12	0.4	19%[57.1 µM]	-10%	3	-3%	-4	-11%	1.7	-2
CC(C)S(=O)(=O)c1csc(C(=O)NN)c1-n1cccc1	1.3	20%[57.1 µM]	8%[57.1 µM]	1	1%	4	2%	-0.1	-1
COc1cccc(C(=O)CC(C(=O)O)c2ccc(Cl)cc2)c1 (stereo unspecified)	1.9	2%	-5%	-6	-9%	19	-5%	1.8	-3
Cc1cccc(CN2CCC(CNC(=O)Nc3ccc(F)c(Cl)c3)CC2)c1	3.0	1%[57.1 µM]	9%[57.1 µM]	1	-15%	-7	-3%	0.5	0
O=C(COc1ccc(F)cc1)Nc1nc2c(s1)CCCC2	-0.1	-6%	-6%	-3	-12%	-5	2%	-1.3	-23
COc1ccc(NC(=O)[C@@H](NC(=O)c2ccccc2)C(C)C)cc1S(=O)(=O)N1CCCCC1	0.2	-1%	-5%	-1	-17%	-14	7%	-0.1	-4
Cc1cc(NC(CC(C)C)C(=O)O)nc(Cc2ccccc2)n1 (stereo unspecified)	-2.0	29%[57.1 µM]	7%[57.1 µM]	7	-6%	0	0%	0.1	-4
N#CCCN(C(=O)c1ccco1)c1ccccc1	0.4	2%	0%	5	-18%	-2	10%	0.2	12
O=C(Cn1cc(C(F)(F)F)ccc1=O)NCc1ccc(F)cc1	-1.5	3%[57.1 µM]	-12%	1	-14%	-4	0%	-1.0	3
CCOC(=O)N1CCN(S(=O)(=O)c2cc([N+](=O)[O-])ccc2C)CC1	0.2	14%	1%	6	-20%	-7	8%	2.3	4
Cc1ccc(S(=O)(=O)/N=C(\Sc2ccccc2)c2ccccc2)cc1	-0.9	2.8µM*	14%	3	-8%	-7	1%	-1.2	-14
Cc1ccc(OCCN(C)C(=O)C2CCC(=O)N(CCCN3CCCC3=O)C2)cc1 (stereo unspecified)	0.3	12%	6%	-1	-19%	-20	9%	0.4	4
CN1C=CC2=C(C#N)C(N)C(C#N)(C#N)[C@H](c3ccccc3)[C@H]2C1 (stereo partly specified)	6.6	13%	40%[activator]	1	-13%	13	u	1.8	3
Cc1cc(-n2c(C)cc(C(=O)CSc3nncn3C(C)C)c2C)no1	-0.2	-18%	-6%[57.1 µM]	1	-6%	-15	18%	-0.7	1
CC(C)N1CCNCC1	0.5	10%	-2%	9	-16%	-1	-11%	0.7	1
Cc1ccc(CSC2=Nc3ccccc3C3=NC(CC(=O)NCc4cccs4)C(=O)N23)c(C)c1 (stereo unspecified)	0.2	11%[57.1 µM]	-1%[57.1 µM]	1	18%	x	-1%	0.1	-4
Cc1ccnc(NS(=O)(=O)c2ccc(NC(=O)C3CC=CCC3C(=O)O)cc2)n1 (stereo unspecified)	0.2	1%[57.1 µM]	0%	1	-22%	4	13%	0.6	-2
COc1ccc(C2/C(=C(/O)c3ccc(F)cc3)C(=O)C(=O)N2CCCN(C)C)cc1 (stereo unspecified)	x	25%	-4%[0.0914 µM]	x	-5%	x	5%	x	-5
CC1(C)CC2CN(C(=O)Cc3ccccc3)C(C)(C2)C1 (stereo unspecified)	-0.2	40%[activator]	9%	4	-17%	-2	5%	0.4	-3
CCN(CC(=O)Nc1ccccc1OC)C(=O)CCc1ccccc1	0.3	25%	8%	39*	u	x	-5%	x	-1

Quoted at random: 4 entries already listed, in no set order.
SMILES	TRHR agonist	TrxR1 inh	TrxR1 substrate	TRHR PAM	USP1-UAF1 inh	D2 antagonist	mIDH1 inhibitor	D2 ag	PI4K2A block
CCOC(=O)N1CCN(S(=O)(=O)c2cc([N+](=O)[O-])ccc2C)CC1	0.2	14%	1%	6	-20%	-7	8%	2.3	4
CCN(CC(=O)Nc1ccccc1OC)C(=O)CCc1ccccc1	0.3	25%	8%	39*	u	x	-5%	x	-1
Cc1cc(NC(CC(C)C)C(=O)O)nc(Cc2ccccc2)n1 (stereo unspecified)	-2.0	29%[57.1 µM]	7%[57.1 µM]	7	-6%	0	0%	0.1	-4
CN1C=CC2=C(C#N)C(N)C(C#N)(C#N)[C@H](c3ccccc3)[C@H]2C1 (stereo partly specified)	6.6	13%	40%[activator]	1	-13%	13	u	1.8	3

Next entries:
SMILES	TRHR agonist	TrxR1 inh	TrxR1 substrate	TRHR PAM	USP1-UAF1 inh	D2 antagonist	mIDH1 inhibitor	D2 ag	PI4K2A block
CCOC(=O)N1CCN(C(=O)C2CCCN(c3ncnc4c3sc3cccc(F)c34)C2)CC1 (stereo unspecified)	x	7%	7%	x	-26%	x	4%	x	2
COc1ccc(S(=O)(=O)N/N=C(/C)c2ccc(C)o2)cc1	x	18%[11.4 µM]	5%[11.4 µM]	x	4%	x	5%	x	2
CC1CCC(NC(=O)c2ccc(-n3cncn3)c([N+](=O)[O-])c2)CC1 (stereo unspecified)	0.2	8%	4%	10	-13%	36*	3%	0.7	-6
COC(=O)c1cc(NC(=O)c2ccccc2)c(=O)oc1/C=C/Nc1ccc(Oc2ccccc2)cc1	2.1	14%[57.1 µM]	3%[57.1 µM]	1	306%[activator]	x	-5%	x	2
CC(C)(C)C1CCc2c(sc3nc(-c4cc5ccccc5oc4=O)[nH]c(=O)c23)C1 (stereo unspecified)	-0.1	3%	-1%	2	21%	x	-5%	-0.7	-4
CCOc1ccc(S(=O)(=O)n2nc(C)cc2C)c2ccccc12	-1.5	12%	4%	35*	-13%	-1	7%	0.0	3
Cn1nc(CSc2ccccc2)c(C=O)c1Cl	-0.4	12%	6%[57.1 µM]	3	-19%	-18	-4%	0.6	1
Cc1[nH]n(-c2ccccc2)c(=O)c1/C=N\NC(=O)C1COc2ccccc2O1 (stereo unspecified)	0.2	-17%	-15%	7	1%	4	5%	-0.3	-2
C=C(C)Cn1c(SCC(=O)N/N=C/c2c(O)ccc3ccccc23)nc2ccccc2c1=O	1.1	1%	2%	-4	-12%	-20	11%	0.1	-6
CC(=O)N1CCN(S(=O)(=O)c2cccc(C(=O)OCC(=O)NC(=O)c3cccn3C)c2)CC1	0.0	-8%	-1%	-1	-15%	-7	1%	0.1	2
CCCCC(CC)C1OCC(CN2CCCC2)O1 (stereo unspecified)	2.0	-7%	-4%	4	3%	-8	0%	0.2	3
O=C(NCCc1csc(-c2ccccc2)n1)c1c(F)cccc1Cl	-1.6	14%[57.1 µM]	-21%[57.1 µM]	0	0%	-5	9%	-1.2	1
CCOc1ccc(CNC(=O)c2oc3c(c2C)-c2nn(Cc4cccc(Cl)c4)cc2CC3)cc1	0.0	15%	2%	-2	2%	x	0%	0.5	3
CCc1nnc2c3ccccc3nc(N3CCN(c4ccc(C)cc4C)CC3)n12	0.8	11%	2%	9	-20%	x	-3%	-0.9	2
COc1cc(/C(C)=N/NC(=O)c2ccc(CSc3nncn3C)cc2)cc(OC)c1OC	-1.9	-5%[57.1 µM]	-1%	6	2%	3	4%	0.5	0
O=C(O)C(Cc1ccccc1)N=C(NS(=O)(=O)c1ccccc1)c1ccccc1 (stereo unspecified)	x	-11%[2.29 µM]	-6%[2.29 µM]	x	-27%	x	0%	x	-3
Cc1ccc(CNC(=O)Cn2c3ncccc3c(=O)n2-c2ccc(C)cc2)cc1	-0.5	9%[57.1 µM]	11%[57.1 µM]	-4	-4%	x	1%	0.1	2
C=CCn1c(Cc2csc(N)n2)nnc1SCC(=O)Nc1ccc(C(=O)OCC)cc1	-1.5	-1%	-6%	0	2%	-11	1%	-0.7	-5
Clc1cccc(Cl)c1-c1noc(CN2CCOCC2)n1	0.9	0%	0%	8	-9%	-10	-3%	1.2	-2
Cn1c(CC(=O)Nc2ccccc2Cl)nnc1SCC(=O)Nc1nncs1	0.4	-3%[57.1 µM]	-4%[57.1 µM]	-3	0%	4	-4%	0.5	-5
CCCCNC(=O)OCCNC(=O)Oc1cccc(C)c1	-0.2	-11%	-1%	-2	-5%	9	3%	-1.1	-8
Cc1ccc2nc(-c3ccc(N4CCOCC4)cc3)c(Nc3ccccc3C)n2c1	-0.3	30%	199%[activator]	4	0%	x	-6%	0.6	2
COC(=O)/C=C/c1cc(F)ccc1S(=O)(=O)NC(C)(C)C	x	2%[57.1 µM]	-8%[57.1 µM]	x	-30%	x	11%	x	-4
Cc1cccn2c(=O)c(/C=C(\C#N)C(=O)NC3CCS(=O)(=O)C3)c(Oc3ccccc3Cl)nc12 (stereo unspecified)	3.0	-30%	50%[activator]	-7	-14%	0	-3%	-0.3	14
CCOc1ncccc1C(=O)OCC(=O)N(CC(C)C)C1CCS(=O)(=O)C1 (stereo unspecified)	1.0	13%[57.1 µM]	7%[57.1 µM]	-3	-21%	2	-2%	0.2	1
COc1ccc(NC(=O)CN(c2ccc(C)cc2)S(=O)(=O)c2cccc3nonc23)cc1OC	-0.6	-6%	-11%	-5	-26%	x	-6%	-0.1	-3
CC(C)(C)OC(=O)N1CCC(c2c(C(=O)N3CCc4ccccc4C3)cnn2-c2ccc(F)cc2)CC1	0.8	-4%	-8%	-13	11%	x	0%	x	-1
Cc1nn(S(=O)(=O)c2ccc(C(C)(C)C)cc2)c(C)c1S(=O)(=O)N1CCCCCC1	-0.1	17%[57.1 µM]	5%[57.1 µM]	3	-20%	x	14%	-0.8	-11
COc1ccc(NS(=O)(=O)c2ccc(N3CCOCC3)c(NC(=O)c3ccc(OC)cc3)c2)cc1	-0.4	23%[0.457 µM]	13%	7	-18%	1	2%	-0.3	-3
Cc1cc(C(=O)COC(=O)C2CC2)c(C)n1-c1ccc(F)cc1	-2.1	-2%[57.1 µM]	4%[57.1 µM]	-1	-3%	x	11%	x	2
CCN(CC)CCNC(=O)c1cccc(NC(=O)C(=O)c2ccccc2NC(C)=O)c1	0.7	2%[57.1 µM]	-1%[57.1 µM]	2	-5%	5	16%	-0.3	1

High-throughput results: PubChem, National Center for Advancing Translational Sciences (NCATS)

Not a hit list. Share with any hit: about 3.9%.
